human PMI inhibition: inhibitors of human PMI, primary screen, biochemical, fluorescence intensity, coupled assay (AID 1209) | Mannose-6-phosphate isomerase (Homo sapiens) | purified PMI enzyme, coupled fluorescence intensity; higher % means a stronger effect | one-dose inhibition, % at 20 µM; IC50 in µM for titrated hits | hit rate 0.42% among 190,000; in the data active means inhibition above about 50%;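 further: plate controls were DMSO vehicle for no effect and wells lacking substrate for full effect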
Myeloid diff 2: induction of myeloid progenitor differentiation, primary screen, cell-based, flow cytometry, MLPCN library; ER-HoxA9 myeloid progenitors, lysozyme-GFP differentiation; calls only at 10 µM; hit rate 1% among 360,000;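 active means normalized GFP-positive differentiation at or above the plate's own cutoff, the solvent-only control mean plus 3 SD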;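 further: cells exposed to compound for four days before flow analysis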
Dynein transport: inhibitors of GR-EGFP nuclear translocation, primary screen, dynein cargo transport inhibitor project, imaging, high-content, 3617.4 mouse cells. hit rate 0.47% among 220,000. test concentration mostly 20 µM; stimulated with dexamethasone, 1 µM; hits give low values. z-score, hits read low;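 active means plate z-score of nuclear minus cytoplasmic receptor signal below a set negative limit, without overly bright fluorescence or cell loss, cut at about -3.5 in these data, passing the limit was not always enough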;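 further: z-score of nuclear minus cytoplasmic ring GR-EGFP intensity difference per well; some compounds called inactive have numbers as strong as hits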
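Schedule: 48 h induction, then 1 h compound, then 30 min agonist, 37 °C. Buffer or medium: tetracycline-free induction medium containing charcoal-stripped FBS. Reagent: 1.0 µM final dexamethasone stimulus. Evaluation: nuclear versus cytoplasmic GR-EGFP signal, averaged per well. Signal: high-content fluorescence imaging after fixation.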
Hep lipid drop: inhibitors of hepatocyte lipid droplet formation, primary screen, imaging, high-throughput imaging, BODIPY stain; inhibition, % at 6.5 µM; hit rate 0.4% among 240,000; AML12 mouse hepatocytes, oleate lipid droplets;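 active means lipid droplet intensity inhibited by at least 50%, with more than 500 cells counted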
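Test system: AML12 mouse liver cells; schedule: overnight exposure; technique: high-content imaging of BODIPY-stained droplets and DAPI nuclei; read-out: % inhibition of corrected integrated BODIPY droplet signal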
TNAP activators: human TNAP enzyme activators, primary screen, biochemical, luminescent, no phosphate acceptor, uHTS (AID 1001); Alkaline phosphatase, tissue-nonspecific isozyme (Homo sapiens); purified TNAP, luminescent activation assay, no phosphate acceptor; higher activation fold means a stronger effect; activation fold at 20 µM, or EC50 in µM where a hit was titrated; hit rate 0.03% among 200,000; in the data active means activation fold from about 3, or a potency from the dose series; inactive means the rest, 99 in 100 with activation fold below about 1.6; further: many of its hits are not listed in these tables
Ins promoter up: insulin promoter activators in MIN6 cells, imaging, high-content screening, mouse beta cells; MIN6 insulin promoter-GFP reporter; hits give high values; hit rate 0.3% among 190,000; AID 1625, 2009; z-score at 5 µM;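 active means z-score above 3 at 5 µM with at least 500 cells counted in the well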
MT stabilizer: microtubule stabilizers in HeLa cells, primary screen, imaging, high-content imaging; HeLa tubulin immunostaining HCS, 24 h; share of cells brighter than vehicle mean+2SD; % tubulin-high responders, % at 10 µM; hit rate 0.83% among 200,000; AID 2205, 2009;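 active means plate Z-score above 3 for both tubulin-high and condensed-nucleus cell shares, with cell loss under 80%, at 10 µM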;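 further: anti alpha tubulin signal scored within the nucleus-defined area of each cell; some results filed as inactive read as strong as hits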
T cell modulator: modulators of CD8 T cell-vesicle binding, primary screen, mouse 2C CD8+ T cells, flow cytometry. 2C CD8+ T cell-vesicle binding; hits give low values. calls only at 7 µM. hit rate 0.068% among 330,000;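 active means response, share of CD8 T cells binding vesicles, and their 90th percentile fluorescence all below set limits, cut at about 80% in these data, passing the limit was not always enough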
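incubation = binding step 1.5 h, 37 °C, antibody labelling 20 min, ice | test system = 2C mouse CD8+ T cells | read-out basis = percent CD8+ FL2 mean versus row control | controls = Peptide-free naked vesicles (low) and QL9 vesicles with 0.7% DMSO vehicle (high) | detection = flow cytometry of vesicle-bound cells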
bCat nuc transl: modulators of beta-catenin nuclear translocation, primary screen, imaging, HeLa cells, immunofluorescence, high-content | AID 1665, 2009 | hit rate 0.3% among 190,000 | nuclear translocation activity, % at 5 µM;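 active means nuclear translocation activity above 50% at 5 µM, with a well cell count of 50 or more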;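 further: per-cell ratio of nuclear to cytoplasmic median beta-catenin stain intensity; plate controls were DMSO negative control for no effect and GSK-3 inhibitor IX positive control for full effect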
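Assay system: human HeLa cells, native beta-catenin; doses: 5 µM primary, 0.02–20 µM confirmation; incubation: compound treatment 24 h, 37°C, 5% CO2; technique: fluorescence imaging of beta-catenin antibody stain plus DAPI; measure: % activation, nuclear-to-cytoplasmic median beta-catenin signal ratio per cell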
Dynein transport cytoplasmic EGFP: further read-out of Dynein transport, marked with its call; z-score; measured here: cytoplasmic GR-EGFP intensity; hits give high values
Dynein transport nuclear GR-EGFP: second read-out of Dynein transport, no call of its own (marks repeat the call); z-score; measured here: nuclear GR-EGFP intensity;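 lower value marks the stronger effect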
Dynein transport cell count: further read-out of Dynein transport, marked with its call; z-score; measured here: cell count per field
Ins promoter up cell count: further read-out of Ins promoter up, marked with its call; cell count; measured here: cytotoxicity, nuclei count;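 total cells summed across four imaged fields per well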
Hep lipid drop cells 6.5 µM: further read-out of Hep lipid drop, marked with its call; cell count; measured here: cell count, cytotoxicity flag;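 cells counted across two imaged fields per well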
bCat nuc transl cell count 5 µM: further read-out of bCat nuc transl, marked with its call; cell count; measured here: cell count, cytotoxicity flag
T cell modulator vesicle-bound %: also measured in T cell modulator; calls as there; double positive events, %; measured here: CD8+ vesicle-bound cell fraction;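 binding gate set so that unloaded-vesicle control wells show 10% double positive cells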
MT stabilizer Hoechst-high %: further read-out of MT stabilizer, marked with its call; % Hoechst-high responders; measured here: nuclear condensation Hoechst responders;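 share of cells brighter than vehicle mean plus two SD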
MT stabilizer cytotoxicity %: recorded beside MT stabilizer, whose call it bears; toxicity, %; measured here: cytotoxicity by cell density;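 0% = mean cell density of plate MIN control wells and 100% = no cells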
Myeloid diff 2 GFP+ MAC1+ %: also measured in Myeloid diff 2; calls as there; GFP+ MAC1+ double positive, %; measured here: differentiation confirmed by MAC1 staining
The depositor's hits bear a star; i = inactive; . = not tested or not shown.

SMILES	human PMI inhibition	Myeloid diff 2	Myeloid diff 2 GFP+ MAC1+ %	Dynein transport	Dynein transport cytoplasmic EGFP	Dynein transport nuclear GR-EGFP	Dynein transport cell count	Hep lipid drop	Hep lipid drop cells 6.5 µM	TNAP activators	Ins promoter up	Ins promoter up cell count	MT stabilizer	MT stabilizer Hoechst-high %	MT stabilizer cytotoxicity %	T cell modulator	T cell modulator vesicle-bound %	bCat nuc transl	bCat nuc transl cell count 5 µM
COc1ccc(CSc2ncn[nH]2)cc1[N+](=O)[O-]	6.6%	i	0.3	-0.459	-0.275	-0.503	0.805	-14.1	647	0.9	-0.23	1279	4.5	2.4	4.3	i	49.5	-0.1	1037
CC(Sc1nc2ccccc2s1)C(=O)Nc1nnc(C(C)C)s1 (stereo not drawn)	7.8%	i	1.4	0.399	-0.215	0.229	0.0271	-11.2	668	1	-0.18	1870	6.1	3.2	3.9	i	46.8	-2.7	1109
CCN(C(=O)COC(=O)c1c(-c2ccccc2)noc1C)C1CCS(=O)(=O)C1 (stereo not drawn)	9.7%	i	0.6	0.278	-0.302	0.206	-0.11	1.9	767	1	0.79	1043	4.1	3.1	8.2	i	63.4	-7.0	1051
COc1ccc2cc(C(c3nnnn3Cc3ccccc3)N3CCCCCC3)c(=O)[nH]c2c1 (stereo not drawn)	3.1%	i	1.0	-1.78	-0.245	-0.908	1.07	.	.	1	-1.18	1173	6.3	6.0	5.4	i	36.1	-0.2	765
Cc1ccn2cc(-c3nonc3C)cc2c1	-18.1%	i	7.9	-0.515	-0.0702	-0.0658	-0.206	10.4	766	1	0.86	1203	5.5	2.0	3.7	i	9.6	-0.8	1052
O=C(CSc1nn(-c2ccccc2)c(=S)s1)NC1CCS(=O)(=O)C1 (stereo not drawn)	6.1%	i	0.4	0.619	-0.291	0.14	-0.583	22.9	653	0.9	1.14	1592	2.0	3.3	10.8	i	38.7	-1.2	1241
Cc1cc(C(F)(F)F)nn1Cc1n[nH]c(=S)n1Cc1ccccc1	11.7%	i	0.6	-0.872	-0.282	-0.144	-0.0319	0.2	767	0.9	0.09	1218	2.8	2.1	7.2	i	28.5	-0.4	1230
N/C(COc1ccccc1)=N\NC(=O)c1cccnc1Oc1ccccc1	-1.5%	i	1.0	-0.49	-0.17	-0.436	0.965	-22.8	813	1.4	0.91	804	1.7	1.8	10.2	i	31.1	.	.
OC(COc1cc(Cl)c(Cl)cc1Cl)CN1CCN(c2ncccn2)CC1 (stereo not drawn)	15.2%	i	1.6	-0.936	0.125	-0.389	-0.0701	-8.7	645	1.1	1.04	1239	2.9	3.7	6.5	i	27.4	-0.4	983
CCOc1ccc(C(=O)n2cnnc2N)cc1	.	i	0.5	-0.239	-0.809	-0.296	0.0921	-6.2	629	.	0.17	975	.	.	.	i	22.2	0.1	1292
O=C(N/N=C\c1ccc(F)cc1)c1ccc(F)cc1	-12.8%	i	0.1	0.516	-0.246	0.436	-0.394	-8.3	672	1	-0.37	1225	4.6	1.6	11.5	i	56.7	-0.9	1087
COc1ccc(NC(=O)c2ccc(C#N)cc2)cc1NS(=O)(=O)c1ccc(F)cc1	9.5%	i	1.0	-0.424	-0.156	-0.655	0.1	-5.0	636	1.1	0	1301	3.9	4.5	6.6	i	32.0	1.1	943
CCCCCC(=O)Nc1ncc2c(n1)CC(c1cccs1)CC2=O (stereo not drawn)	.	i	0.1	0.643	-0.281	0.266	-0.365	-2.8	741	.	-0.34	1485	.	.	.	i	32.8	-2.9	1105
CN1CCC(N(C)C(=S)NC(=O)c2cc(-c3cccc(Br)c3)nc3ccccc23)CC1	14.5%	i	0.2	1.2	-0.187	0.819	-0.963	6.0	656	1	-0.41	1515	5.9	1.8	4.3	i	53.0	3.7	968
CC1(C)CC(=O)c2cn3nc(C(F)(F)F)nc3nc2C1	-16.2%	i	3.0	-0.377	-0.256	-0.207	0.531	2.7	818	1	.	.	4.3	2.0	4.4	i	35.5	-2.7	1126
CCCNC(=O)C(Cc1ccccc1)NS(=O)(=O)c1ccc2c(c1)CCC(=O)N2 (stereo not drawn)	6.7%	i	2.4	-0.709	-0.164	-0.39	0.0271	.	.	1.1	0.76	948	3.0	2.6	7.1	i	.	5.9	1143
CCOc1cc(C(=O)Nc2ccc([N+](=O)[O-])cn2)cc(OCC)c1OCC	3.2%	i	0.8	-0.73	-0.205	-0.135	0.548	-8.9	566	1.2	-0.21	1270	1.9	2.5	6.4	i	23.5	-1.5	1034
Cc1c(Cl)cnc(NC(=O)COC(=O)CCc2nc3ccccc3s2)c1Cl	8.7%	i	0.4	-0.192	-0.00145	-0.276	1.25	-4.2	695	1	0.41	1492	6.3	3.2	8.9	i	57.0	-1.5	1145
Cc1ccc(-n2c(SCC(=O)N/N=C/c3ccccc3OCC(=O)O)nc3ccccc3c2=O)cc1	.	i	0.5	0.132	-0.204	0.724	-0.912	4.9	718	.	0.03	984	.	.	.	i	61.5	-0.3	1395
CCOc1cc(CNCC(C)C)c(Cl)cc1OCC(=O)Nc1ccccc1	5.1%	i	0.5	-0.428	-0.254	-0.0543	0.474	-25.4	684	1.2	-1.5	1582	3.2	2.1	2.2	i	34.3	-4.3	1104
COc1cc(/C=N/NC(=O)C2CCN(CC(O)COCc3ccccc3)CC2)cc(OC)c1OC (stereo not drawn)	9.8%	i	0.8	1.96	-0.276	1.33	-2.35	25.6	736	1.1	-0.3	1285	4.1	2.6	8.8	i	45.5	-1.3	1061
CCc1cc2c(-c3ccccc3)cc(=O)oc2c(CN2CCOCC2)c1O	1.6%	i	1.0	0.463	-0.0669	0.447	0.231	.	.	1.1	.	.	4.5	4.2	10.1	i	34.9	-0.4	1183
Cc1ccc(C(=O)NNC(=O)c2cccnc2SCc2cccc([N+](=O)[O-])c2)cc1	-4.6%	i	0.1	0.0304	-0.152	0.125	-0.379	5.4	507	1.3	-0.16	1359	2.2	3.4	2.3	i	3.8	0.2	1029
C/C(=N\NC(=O)c1[nH]c2c([N+](=O)[O-])cc(C)cc2c1-c1ccccc1)c1cccnc1	-11.0%	i	0.1	-0.5	-0.175	0.0113	0.634	.	.	1	-0.9	1363	13.0	5.9	7.4	i	28.6	17.5	1253
CC(=O)Nc1ccc(NC(=O)/C=C/c2ccc(Cl)cc2)cc1	8.0%	.	.	1.72	-0.192	1.44	-1.72	-4.7	696	0.9	0.19	1255	2.6	3.3	2.2	i	31.0	-0.8	1191
The results go on.
SMILES	human PMI inhibition	Myeloid diff 2	Myeloid diff 2 GFP+ MAC1+ %	Dynein transport	Dynein transport cytoplasmic EGFP	Dynein transport nuclear GR-EGFP	Dynein transport cell count	Hep lipid drop	Hep lipid drop cells 6.5 µM	TNAP activators	Ins promoter up	Ins promoter up cell count	MT stabilizer	MT stabilizer Hoechst-high %	MT stabilizer cytotoxicity %	T cell modulator	T cell modulator vesicle-bound %	bCat nuc transl	bCat nuc transl cell count 5 µM
COc1ccccc1N1CCN(CC(=O)Nc2cc(F)ccc2C)CC1	14.3%	i	0.9	0.396	-0.22	0.652	-1.27	7.9	754	1.1	-0.25	830	2.1	2.0	8.5	i	23.8	1.9	1082
C/C(=N\Nc1nc(N2CCCCCC2)nc(N2CCCCCC2)n1)c1ccccc1	-9.7%	i	0.1	-1.19	-0.266	-0.541	0.873	-2.2	694	1	-0.29	1307	3.3	2.7	1.8	i	16.8	-1.7	1164
Cn1c(=O)n(C)c2cc([N+](=O)[O-])c(N3CCN(S(=O)(=O)c4ccccc4)CC3)cc21	7.1%	i	0.2	0.245	-0.204	0.273	-0.595	6.0	638	1	-1.36	1215	7.8	1.4	4.6	i	57.4	4.1	1129
O=C(CN1CCOc2ccccc21)NCc1cccs1	6.4%	i	0.9	-0.926	-0.176	-0.234	-0.0648	.	.	1.1	-0.34	1283	3.7	3.8	9.4	i	11.7	-3.0	983
COc1ccc(-c2cc(C(=O)NNC3=NCCC3)c3c(C)nn(-c4ccccc4)c3n2)cc1	-8.0%	i	0.1	-0.571	-0.255	0.0777	-0.178	25.8	683	1.2	-0.47	1276	4.1	2.5	0.7	i	21.3	1.1	1119
Cc1cccc(N=Cc2[nH]c3ccc(Br)c(Cl)c3c2O)c1	-39.4%	i	0.1	-6.58	36.3	0.14	-0.104	11.3	618	0.9	.	.	1.7	4.4	7.4	i	57.2	-0.2	644
Cc1c2cnn(CC(=O)Nc3cccc(C(F)(F)F)c3)c(=O)c2c(C)n1Cc1ccccc1F	13.3%	i	0.2	0.929	-0.303	0.358	-0.428	-12.4	562	1.1	-0.59	1450	4.6	2.9	10.8	i	48.7	-2.6	1080

From PubChem
